EBNA-1 inhibitor: EBNA-1 DNA-binding inhibitors, primary screen, biochemical, fluorescence polarization; inhibition, % at 14.8 µM; hit rate 0.34% among 300,000; in the data active = inhibition above about 28%
procasp7 counter: procaspase-7 activators, primary screen, counter-screen for procaspase-3 activator project, biochemical, absorbance, HTS, human; Caspase-7 (Homo sapiens), P55210; recombinant procaspase-7, Ac-DEVD-pNA absorbance 405 nm; D23A/D198A/D206A triple mutant, cannot self-cleave; scale: DMSO 0, 5 µM enzyme 100; activation, % at 8.5 µM; hit rate 0.093% among 330,000;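 active = percent activation above the screen-wide mean plus 3 SD, cut at about 25% in these data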
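Test system: Procaspase-7 triple mutant (PC-7 D3A). Also added: Ac-DEVD-pNA substrate, 400 µM as added. Schedule: 1 h enzyme–compound preincubation and 2 h substrate reaction, both 25 °C. Signal: p-Nitroaniline absorbance at 405 nm, read at 0 and 120 min. Control set: low DMSO alone, high DMSO plus 5 µM PC-7.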
AHR activator: AHR activators, primary screen, cell-based, luminescence, luciferase reporter, human. Aryl hydrocarbon receptor (Homo sapiens), P35869. AHR-responsive luciferase reporter cells. activation, % at 5 µM. hit rate 2.5% among 320,000; in the data active = activation above about 47%;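 also: 0% = vehicle wells and 100% = reference agonist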
MEP2 TOR yeast: modulators of MEP2-GFP levels in yeast, primary screen, S. cerevisiae, multiplex flow cytometry, MLPCN library. hit rate 0.51% among 330,000. AID 2016, 2009. GFP response vs DMSO, % at 10 µM. S. cerevisiae MEP2-GFP strain, 3 h; 100% = DMSO control level;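 active = GFP response versus DMSO above a set limit, roughly screen mean plus 3 SD, cut at about 180% in these data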;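 also: median GFP fluorescence of the barcode-gated MEP2-GFP cells per well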
proCasp3 act: activators of human procaspase-3 D3A mutant, primary screen, biochemical, absorbance, PC-3 D3A mutant, single concentration. Caspase-3 (Homo sapiens), P42574. recombinant procaspase-3 D3A, Ac-DEVD-pNA absorbance 405 nm. activation, % at 8.5 µM. hit rate 0.11% among 330,000. AID 463141, 2010;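 active = activation above the mean of all tested compounds plus 3 SD, cut at about 21% in these data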;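 also: 0% = DMSO alone and 100% = DMSO wells spiked with extra 5 µM PC-3 D3A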
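Assay system – Procaspase-3 D3A mutant · Benchmarks – DMSO low control, extra-enzyme high control · Technique – 405 nm absorbance of p-nitroaniline, reads at 0 and 120 min · Doses – 8.5 µM nominal · Measure – % activation between DMSO and enzyme-spiked controls · Also added – Ac-DEVD-pNA chromogenic peptide substrate · Schedule – 1 h compound preincubation, 2 h substrate hydrolysis at 25 °C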
RPL19A TOR yeast: RPL19A-GFP expression modulators in yeast, primary screen, cell-based, S. cerevisiae, multiplex flow cytometry, MLPCN | S. cerevisiae RPL19A-GFP strain, 3 h; stronger effect = lower value | percent response vs DMSO, % at 10 µM | hit rate 0.3% among 330,000 | AID 2025, 2009;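 active = percent response vs DMSO below 50%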;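 also: median channel GFP fluorescence of the barcoded RPL19A-GFP strain; ratio of sample median GFP to plate DMSO average so 100% = DMSO; lower means less RPL19A-GFP as with rapamycin TOR inhibition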
ZTA DNA inh: blocks Epstein-Barr virus ZTA, an EBNA-1 counter-screen | P03206 | ZTA-DNA binding, fluorescence polarization | inhibition, % at 11 µM | hit rate 0.15% among 320,000 | AID 2234; in the data active = inhibition above about 33%
LAP4 TOR yeast: modulators of LAP4-GFP expression in yeast, primary screen, S. cerevisiae, multiplex flow cytometry, MLPCN library | 3 h; median GFP as percent of DMSO wells | GFP response vs DMSO, % at 10 µM | hit rate 0.34% among 320,000 | AID 2023, 2009;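 active = GFP response vs DMSO above a set limit, about the screen mean plus 3 SD, cut at about 150% in these data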
Active calls of the source: *; x = not tested or not shown; + = active, no number; [ ] = dose if it differs, or a comment. The order is random; about 3.8% have a hit in one of these screens.

Start of the data: the first 4 records as a preview:
SMILES | EBNA-1 inhibitor | procasp7 counter | AHR activator | MEP2 TOR yeast | proCasp3 act | RPL19A TOR yeast | ZTA DNA inh | LAP4 TOR yeast
COc1ccccc1OCC(=O)Nc1ccccc1C(=O)NCc1ccco1 | 4 | 2 | 2 | 94 | -4 | 92 | -9 | 90
CC(C)(C)NC(=O)C1N(c2cccnc2)C(=O)C2C(C(=O)Nc3ccccc3F)C3(C)C=CC21O3 (stereo unspecified) | 0 | -6 | 8 | 97 | -13 | 103 | -12 | 94
Cc1cc([N+](=O)[O-])nn1Cc1ccccc1F | -10 | -2 | -2 | 100 | 2 | 99 | -2 | 93
O=C(NCCc1ccccc1)C1CCN(Cc2cccc3ccccc23)CC1 | -25 | -5 | 5 | 104 | 3 | 106 | 0 | 87

The list itself, previewed entries included:
SMILES | EBNA-1 inhibitor | procasp7 counter | AHR activator | MEP2 TOR yeast | proCasp3 act | RPL19A TOR yeast | ZTA DNA inh | LAP4 TOR yeast
COc1ccccc1OCC(=O)Nc1ccccc1C(=O)NCc1ccco1 | 4 | 2 | 2 | 94 | -4 | 92 | -9 | 90
CC(C)(C)NC(=O)C1N(c2cccnc2)C(=O)C2C(C(=O)Nc3ccccc3F)C3(C)C=CC21O3 (stereo unspecified) | 0 | -6 | 8 | 97 | -13 | 103 | -12 | 94
Cc1cc([N+](=O)[O-])nn1Cc1ccccc1F | -10 | -2 | -2 | 100 | 2 | 99 | -2 | 93
O=C(NCCc1ccccc1)C1CCN(Cc2cccc3ccccc23)CC1 | -25 | -5 | 5 | 104 | 3 | 106 | 0 | 87
Cc1cc(=O)oc2c(C)c(OCC(=O)NCCc3ccc(S(N)(=O)=O)cc3)ccc12 | 2 | 15 | 3 | 95 | 2 | 93 | -6 | 88
CCCCOC(=O)Cn1cnc2ccc(Br)cc2c1=O | -3 | -6 | 2 | 95 | 5 | 99 | -3 | 88
COc1ccc(-n2nnnc2-c2nc3ccccc3s2)cc1 | -1 | 2 | 34 | 95 | 3 | 104 | 3 | 94
O=C(O)c1ccccc1C(=O)NNc1ccc(F)cc1F | 9 | -3 | 41 | 106 | 11 | 109 | 4 | 85
COc1ccccc1NC(=O)CSc1nnc(CCC(=O)Nc2ccccc2F)n1C | -4 | 11 | 2 | 99 | 3 | 98 | 11 | 96
O=S(=O)(NCC1CCCO1)c1ccc2ccccc2c1 (stereo unspecified) | -7 | 1 | -1 | 108 | -2 | 102 | 2 | 102
Cc1cc(C)c(NC(=O)CN)c(C)c1 | 1 | 3 | 0 | 108 | 12 | 103 | 1 | 105
CC(C)(C)OC(=O)NCCCC1=CC2=CC(=O)C(C)(OC(=O)c3ccc(Cl)nc3)C(=O)C2=CO1 (stereo unspecified) | 18 | 2 | 5 | 86 | 1 | 97 | 1 | 102
CCn1nnc(NC(=O)c2cccnc2Cl)n1 | -2 | 14 | 5 | 107 | -2 | 109 | -7 | 107
Cc1nc2ccccc2n1/N=C/c1ccc([N+](=O)[O-])s1 | -3 | -4 | 52* | 100 | 4 | 99 | -5 | 107
CCC(C)(C)n1nnnc1C(c1ccc2ncccc2c1)N1CCCC(C)C1 (stereo unspecified) | 8 | 3 | 1 | 97 | -7 | 94 | 3 | 97
CN[C@H]1CCc2cc(OC)c(OC)c(OC)c2-c2ccc(N(C)CC(OC)OC)c(=O)cc21 | 9 | -3 | 2 | 92 | 3 | 98 | 3 | 104
Cc1ccc(-n2nnnc2SCC(=O)N2CCc3ccccc3C2)cc1 | -9 | 4 | 2 | 105 | 3 | 98 | -1 | 110
CCCOc1ccc(N2CC(C(=O)Nc3ccccc3OC)CC2=O)cc1 (stereo unspecified) | -5 | 10 | -1 | 101 | 0 | 99 | -3 | 103
Cc1cc(N2CCCCC2)nc(SCC(=O)c2ccccc2)n1 | -4 | -10 | 10 | 97 | 2 | 98 | -10 | 102
CCn1c(=O)[nH]c2cc(C(=O)N3CCN(c4ccccc4)CC3)ccc2c1=O | -1 | 6 | 0 | 105 | 1 | x | -8 | 95
O=C(CCc1nnc(CCCCc2ccccc2)o1)N(CCO)Cc1ccccc1 | 10 | 0 | 2 | 109 | -4 | 99 | 11 | 115
Cc1ccc(-n2c(-c3ccc(Cl)cc3)c[n+]3c2CCC3)cc1 | -10 | 11 | 0 | 91 | -3 | 92 | 9 | 95
CN(C)c1ccc(CNC(=O)CN2C(=O)COc3ccc(S(=O)(=O)N4CCCC4)cc32)cc1 | -6 | 10 | 4 | 108 | 1 | 97 | 0 | 97
Cc1ccc(NC(=O)COc2cccc3ccc(C)nc23)c(Br)c1 | -3 | 0 | 13 | 100 | -4 | 108 | 2 | 95
Cc1cc(C(=O)COC(=O)c2ccc(O)cc2O)c(C)n1-c1ccccc1 | x | -6 | -1 | 94 | 1 | 90 | -2 | 90
O=C(NC(=S)Nc1ccccc1N1CCCCC1)c1ccc(F)cc1 | -6 | 3 | 20 | 98 | 0 | 99 | -5 | 96
CCCS(=O)(=O)N1CCCC(C(=O)NCCCOC(C)C)C1 (stereo unspecified) | -1 | 8 | -3 | 100 | 2 | 96 | -13 | 102
CC(C)n1c(N2CCN(C(=O)Nc3ccc(F)cc3F)CC2)nc2ccccc21 | -16 | -13 | -8 | 103 | -7 | 108 | -5 | 111
COc1ccc(NC(=O)C(=O)c2cn(CC(=O)N3CCCC3)c3ccccc23)cc1OC | 8 | 4 | 14 | 97[may fluoresce green] | 3 | 97[may fluoresce green] | -7 | 95[may fluoresce green]
COc1ccc(NC(=O)COc2ccccc2)cc1Cl | -8 | 5 | 0 | 92 | 3 | 89 | 6 | 100
CC(=O)N1c2ccc(S(=O)(=O)NC(CC(=O)O)c3ccc(Br)cc3)cc2CC1C (stereo unspecified) | 1 | 6 | -1 | 102 | 4 | 100 | 15 | 95
O=C(Cc1cccs1)NCCc1ccc(F)cc1 | -6 | -10 | 11 | 109 | 1 | 107 | -2 | 103
CCn1nc(C)c(/C=N/NC(=O)c2ccc3c(c2)c(C)c(C)n3Cc2ccccc2)c1C | 4 | -7 | 10 | 279*[may fluoresce violet] | 2 | 22*[may fluoresce violet] | -1 | 98[may fluoresce violet]
COc1ccccc1NC(=O)c1ccc(C(=O)Nc2ccccc2OC)nc1 | 9 | 5 | 84* | 108 | 5 | 108 | -5 | 95
CC1CCN(C(=O)Cn2cc([N+](=O)[O-])ccc2=O)c2ccccc2S1 (stereo unspecified) | x | 4 | 1 | 100 | 2 | 95 | x | 98
Cc1nc2nc(-c3ccccc3)nn2c(C)c1C | + | 3 | 43 | 97 | 14 | 98 | -3 | 98
CC(=O)c1cccc(NC(=O)CCn2c(=O)oc3ccccc32)c1 | -14 | 3 | 4 | 109 | 14 | 104 | 0 | 98
Cc1ccc2cc(C(c3nnnn3C(C)(C)C)N3CCCCCC3)c(=O)[nH]c2c1 (stereo unspecified) | -30 | -15 | 15 | 97 | -5 | 95 | 2 | 96
COC(=O)c1sccc1NC(=O)CN1CCN(c2ccc(F)cc2)CC1 | -12 | 1 | 1 | 103 | -1 | 109 | 0 | 105
OC1(C#CCN2CCCC2)c2ccccc2-c2ccccc21 | 8 | -4 | 1 | 94 | -3 | 102 | 1 | 87
CC(=O)Nc1ccc(S(=O)(=O)NCc2nc(-c3ccccc3Cl)no2)cc1 | -3 | -13 | 1 | 115 | -9 | 110 | -1 | 104
CC(=O)N1CCN(C(=O)c2cc(C)oc2C)CC1 | x | 1 | 0 | 93 | 12 | 95 | x | 88
CCC(C(=O)OCC(=O)N1CCN(S(=O)(=O)c2ccc(C)cc2C)CC1)c1ccccc1 (stereo unspecified) | x | 2 | 1 | 100 | 2 | 95 | -12 | 105
O=C(CCC(=O)N1CCCC(Nc2ccccc2)C1)c1ccc(F)cc1 (stereo unspecified) | 7 | -9 | 0 | 95 | 2 | 99 | 0 | 89
CCN(Cc1ccccc1)C(=O)C1CCN(Cc2ccc(OC)c(OC)c2OC)CC1 | -10 | -2 | -1 | 94 | 5 | 90 | 12 | 89
COc1ccc(NC(=O)CN2CCN(S(=O)(=O)c3ccc(C(C)C)cc3)CC2)cc1OC | 5 | 1 | 0 | 103 | 4 | 96 | 11 | 103
NNC(=O)c1cc(-c2ccccc2)sc1N | 3 | 2 | 56* | 107 | 0 | 103 | -14 | 104
COCCN(C(=S)Nc1ccc(OC)cc1)C1CCN(C(C)=O)CC1 | -11 | -13 | 2 | 112 | -4 | 109 | -7 | 99
CC(C)CNC(=O)C(=O)NCC1CCCN1S(=O)(=O)c1cccs1 (stereo unspecified) | 9 | 4 | -3 | 98 | 2 | 99 | 10 | 102
C=CCOC(=O)C1=C(C)NC(=O)NC1C1CC=CCC1 (stereo unspecified) | 0 | -2 | -2 | 102 | 0 | 101 | -5 | 114
Next section:
SMILES | EBNA-1 inhibitor | procasp7 counter | AHR activator | MEP2 TOR yeast | proCasp3 act | RPL19A TOR yeast | ZTA DNA inh | LAP4 TOR yeast
Cn1cc(/C=C/c2cc[n+](C)cc2)c2cc(Cl)ccc21 | -22 | -4 | 47* | 149 | 0 | 93 | 0 | 93
CCOC(=O)Cc1c(C)nc2c(-c3ccccc3)c(C)nn2c1C | -3 | 3 | 0 | 102 | 1 | 102 | 8 | 101
Cc1cc(S(=O)(=O)N2CCCC2)ccc1OCC(=O)NCc1ccccc1 | 3 | 5 | -1 | 93 | 0 | 99 | 14 | 100
O=C(NCc1n[nH]c(=S)n1-c1ccccc1)c1ccc(S(=O)(=O)N2CCOCC2)cc1 | -4 | -5 | -4 | 80 | -4 | 95 | 4 | 79
Nc1c(-c2ccccc2Cl)cnn1-c1cccc([N+](=O)[O-])c1 | -10 | -3 | -9 | 123 | 0 | 103 | -8 | 106
Cc1cc(C)c(NC(=O)CSCc2nc3sc(C)c(C)c3c(=O)[nH]2)c(Cl)c1 | x | -5 | 20 | 94 | 0 | 94 | 0 | 91
CC(=O)Nc1ccc(SCCN2CC[C@@H](C)CCC2=O)cc1 | x | -8 | 3 | 92 | 0 | 92 | -3 | 93
c1ccc(OCCCn2nnc(-c3cccnc3)n2)cc1 | 0 | 0 | -2 | 93 | 3 | 112 | -3 | 79
COc1ccc(CNC(=O)c2cccc(NC(=O)c3ccccc3)c2)cc1 | -9 | -5 | 2 | 105 | 5 | 103 | 24 | 98
CCCCN(CCCC)CCNC(=O)c1cn(CC)c2ccc(S(=O)(=O)N3CCCC3)cc2c1=O | -10 | 1 | -1 | 113 | 5 | 112 | 9 | 113
CC(=O)c1c(C)nc2ccc(C)cc2c1-c1ccccc1 | 15 | 10 | 1 | 92 | -2 | 100 | 9 | 93
COC(=O)NNC(=O)c1ccc(C(C)(C)C)cc1 | 5 | 7 | 1 | 100 | -3 | 95 | 7 | 94
CCN(CC)c1ccc(NC(=O)c2cc3ccccc3o2)c(C)c1 | 1 | 3 | -7 | 110 | 10 | 107 | -6 | 110
CCOC(=O)Cn1c(=O)c(C#N)cn(C(C)C)c1=O | -2 | 4 | -1 | 106 | 1 | 99 | -20 | x
Cc1ccc(NC(=O)c2cc(NC(=O)c3ccco3)ccc2N2CCCCC2)cc1 | 14 | 4 | 11 | 371*[may fluoresce violet] | 3 | 27*[may fluoresce violet] | -12 | 90[may fluoresce violet]
Cc1onc(-c2ccccc2)c1C(=O)N(CC(C)C)c1c(N)n(CC(C)C)c(=O)[nH]c1=O | x | -4 | 1 | 106 | -1 | 102 | 20 | 109
